Xi reactivation – activators of inactive X chromosome reactivation, primary screen, imaging, XiGFP fibroblasts, GFP high-content imaging, set 2; XiGFP mouse fibroblasts, % GFP-positive cells imaging, 3 d; cells co-treated with 5-aza-dC sensitizer; scaled so ellipticine positive control = 100%; activation, % at 7.58 µM; hit rate 0.055% among 360,000;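 active = mean normalized replicate activation at least 10% and every replicate at or above 10%; inconclusive = only one of the two criteria met; inactive = mean below 10% and not all replicates reach 10%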;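 also: 0% = median of on-plate neutral control wells and 100% = ellipticine 6 µM median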
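Assay system: SV40-immortalized XiGFP fibroblast cells, line 68-5-11; buffer or medium: DMEM plus 5-aza-dC sensitizer; compound: one concentration, pinned; timing: compounds 3 days, fix/stain 15 min at room temperature; benchmarks: positive control ellipticine, 6 µM final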
RAD54 branch – inhibitors of human RAD54 branch migration, primary screen, biochemical, fluorescence, single point; DNA repair and recombination protein RAD54-like (Homo sapiens), Q92698; RAD54 Holliday junction branch migration, FAM/BHQ fluorescence; inhibition, % at 10.4 µM; hit rate 0.14% among 360,000;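 active = mean normalized replicate activity at least 40 and at least half of replicates scoring 40 or more; inconclusive = only one of the two criteria met; inactive = mean below 40 and under half of replicates reaching 40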;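 also: 0% = median of neutral control wells and 100% = median of positive control wells; inhibitors cause a drop in the FAM fluorescence signal; in these data hits start at about 50%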
Target sequence (Q92698 whole entry, looked up): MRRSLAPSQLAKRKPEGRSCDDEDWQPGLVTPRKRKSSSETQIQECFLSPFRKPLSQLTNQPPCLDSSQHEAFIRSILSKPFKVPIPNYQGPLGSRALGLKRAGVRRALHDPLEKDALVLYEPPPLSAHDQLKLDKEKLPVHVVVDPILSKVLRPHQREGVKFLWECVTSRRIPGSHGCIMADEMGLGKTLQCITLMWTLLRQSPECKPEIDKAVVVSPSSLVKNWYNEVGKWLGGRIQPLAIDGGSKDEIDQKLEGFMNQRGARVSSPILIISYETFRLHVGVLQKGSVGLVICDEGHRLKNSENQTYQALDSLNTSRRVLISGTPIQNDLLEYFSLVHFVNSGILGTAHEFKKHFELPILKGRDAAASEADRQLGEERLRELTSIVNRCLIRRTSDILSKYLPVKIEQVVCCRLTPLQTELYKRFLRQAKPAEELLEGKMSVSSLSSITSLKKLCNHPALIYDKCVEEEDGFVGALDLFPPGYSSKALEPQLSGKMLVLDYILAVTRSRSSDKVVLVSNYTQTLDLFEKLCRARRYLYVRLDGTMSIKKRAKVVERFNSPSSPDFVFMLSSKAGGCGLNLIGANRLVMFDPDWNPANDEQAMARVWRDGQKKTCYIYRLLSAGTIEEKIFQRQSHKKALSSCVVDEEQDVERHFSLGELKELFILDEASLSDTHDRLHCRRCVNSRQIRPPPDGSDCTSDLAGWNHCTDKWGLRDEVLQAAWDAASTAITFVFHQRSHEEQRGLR
GSIS activator – GLuc luminescence reporter in INS-1E cells, primary screen for activators of glucose-dependent secretion of insulin. INS-1E GLuc reporter insulin secretion, 2-3 h. activation, % at 16.6 µM. hit rate 0.61% among 370,000. AID 743287, 2014;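 active = lowest replicate activation of at least 40%, so every replicate reaches that level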;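 also: 0% = median of neutral control wells and 100% = median of IBMX positive control wells; some compounds called inactive have numbers as strong as hits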
* marks the source's active call; other numbers are inactive results; u = inconclusive.

Order of results – Xi reactivation | RAD54 branch | GSIS activator
> O=C(NNc1cc(N2CCOCC2)nc(N2CCOCC2)n1)c1ccc(Cl)cc1Cl
 : 0.8 | -1.6 | -3.8
> Cc1cc(Nc2ncc(Cl)cc2Cl)n(-c2ccccc2C)n1
 : 0.1 | -4.5 | 7.9
> O=C(Nc1nc(COc2ccccc2)cs1)c1ccccc1F
 : 0.1 | -4.5 | -4.6
> C/C(=N\NC(=O)COc1ccc(C)cc1C(C)C)c1ccc(-n2ccnc2)cc1
 : 4.7 | 0.2 | -27.7
> O=C(COC(=O)c1sc2ccccc2c1Cl)NCC1CCCCC1
 : -0.1 | -8.7 | 5.8
> Cc1ccc(-n2nc(C)c(NC(=O)CCl)c2C)cc1
 : -0.1 | -4.0 | 19.0
> CCN1CCN(C(c2cccc(OC)c2)c2sc3nc(C)nn3c2O)CC1 (configuration not stated)
 : -0.2 | -1.1 | 1.7
> CC(C)c1ccc(NC(=O)COc2ccc(F)cc2C(=O)c2cnn(-c3ccccc3)c2)cc1
 : 0.4 | 6.8 | -32.5
> O=c1c2ccccc2nnn1CSc1ccccc1F
 : 0.2 | -0.4 | 6.2
> Cc1ccc(S(=O)(=O)NN=C2CCN(Cc3ccccc3)CC2)cc1
 : -0.1 | 9.0 | 6.5
> Cc1ccc(-c2csc(NC(=S)NC(=O)c3cccs3)n2)cc1
 : -0.1 | 1.4 | 19.9
> Cc1ccc2[nH]c(=O)cc(C(=O)OCC(=O)c3ccccc3)c2c1
 : 0.0 | 1.1 | 11.6
> O=[N+]([O-])c1ccc2[nH]c(O)c(N=NC(=S)NCC3CCCO3)c2c1 (configuration not stated)
 : 0.0 | -7.2 | 23.2
> COc1ccc(-c2nnc3n(CCc4ccccc4)c(=O)c4ccccc4n23)c(OC)c1
 : 0.2 | 7.7 | -9.2
> COc1ccc(NC(=O)CCC(=O)N(Cc2ccc(OC)c(OC)c2)c2nccs2)cc1
 : -0.1 | -9.2 | 11.7

Complete entries, looked up by structure. Screens in order: Xi reactivation | RAD54 branch | GSIS activator
`Cc1ccc2[nH]c(=O)cc(C(=O)OCC(=O)c3ccccc3)c2c1` is listed with 0.0 | 1.1 | 11.6
`O=C(NNc1cc(N2CCOCC2)nc(N2CCOCC2)n1)c1ccc(Cl)cc1Cl` is listed with 0.8 | -1.6 | -3.8
`Cc1ccc(-n2nc(C)c(NC(=O)CCl)c2C)cc1` is listed with -0.1 | -4.0 | 19.0
`Cc1cc(Nc2ncc(Cl)cc2Cl)n(-c2ccccc2C)n1` is listed with 0.1 | -4.5 | 7.9
`O=C(COC(=O)c1sc2ccccc2c1Cl)NCC1CCCCC1` is listed with -0.1 | -8.7 | 5.8

Next compounds:
Order of results – Xi reactivation | RAD54 branch | GSIS activator
> CC(C)CCNC(=S)Nc1ccccn1
 : -0.3 | -16.5 | 18.5
> CCC(C)Sc1nnc(CNC(=O)C23CC4CC(CC(C4)C2)C3)n1C1CCCCC1 (configuration not stated)
 : 6.9 | -3.2 | -10.1
> CC(=O)Nc1cccc(N/C=C(\C=O)c2nc3ccccc3o2)c1
 : 0.3 | -3.7 | -11.1
> COc1cc(CC(=O)NNC(=O)c2cc(C)oc2C)cc(OC)c1OC
 : 0.1 | -2.0 | 6.9
> CC(CN(C)Cc1ccccc1)OC(=O)c1ccccc1F (configuration not stated)
 : 0.1 | 4.4 | 48.7*
> N/C(Cc1cccc2ccccc12)=N\OC(=O)COc1ccccc1
 : 0.0 | -8.5 | -30.6
> Cc1noc(C)c1C(c1ccccc1)S(=O)(=O)c1ccccc1 (configuration not stated)
 : 0.0 | -1.8 | 7.3
> CC1=CSC2=NC(=O)/C(=C\c3cccn3-c3ccc([N+](=O)[O-])cc3)C(=N)N12
 : 0.2 | -0.1 | 236.6*
> CNc1ccc(S(=O)(=O)NCC(=O)OCC(=O)Nc2cccc(Cl)c2Cl)cc1[N+](=O)[O-]
 : -0.2 | 0.0 | 5.1
> CN(C)CCNC(NC(=O)c1cccs1)C(Cl)(Cl)Cl (configuration not stated)
 : 0.0 | -3.6 | 6.0
> COc1ccccc1OCC(=O)Nc1nonc1NC(=O)COc1ccccc1OC
 : 0.1 | -2.7 | -1.6
> Cc1nn(C)cc1/C=C/C(=O)c1ccc(O)cc1
 : -0.1 | 4.0 | 26.4
> Cc1ccc(-n2c(SCC(=O)N3c4ccccc4Sc4ccccc43)nnc2-c2ccncc2)cc1
 : 0.7 | 4.5 | 5.9
> N#Cc1sc2nc(-c3cccs3)cc(-c3ccc(F)cc3)c2c1N
 : 0.2 | -0.4 | 35.9
> O=c1[nH]c(CN2CCN(S(=O)(=O)c3ccc4c(c3)OCCO4)CC2)nc2sc3c(c12)CCCC3
 : 1.4 | -3.6 | -5.6

The results go on.
Order of results – Xi reactivation | RAD54 branch | GSIS activator
> Cc1ccc(NC(=O)CN2C(=O)N/C(=C/c3ccc(C)s3)C2=O)cc1
 : 0.4 | 0.6 | 98.9*
> COC(=O)c1ccc(C(=O)NC(=S)Nc2nc3c(s2)CCCC3)cc1
 : -0.1 | -1.2 | 4.7
> C/C(Cc1ccccc1)=N\NC(=O)C1CCCCC1
 : -0.1 | 8.8 | 1.8
> COc1ccc(S(=O)(=O)Nc2cccc(N(C)S(C)(=O)=O)c2)cc1Br
 : 0.0 | 7.9 | 25.6
> COC(=O)N/N=C/c1cc(Cl)cc(Cl)c1OCc1ccccc1
 : 0.1 | 3.5 | -23.8
> N#Cc1cc2c(nc1Cl)CCCC2
 : -0.1 | -4.2 | 14.5
> O=C(c1ccc(CSc2ccccc2)cc1)N1CCCCCC1
 : -0.4 | 1.6 | 0.3
> Cc1cc(C)cc(Oc2coc3cc(OC(=O)c4cccnc4)ccc3c2=O)c1
 : 0.0 | 1.7 | 2.0
> CCN(CC)S(=O)(=O)c1cc(C)ccc1SC
 : 0.3 | -12.6 | 8.6
> CC(C)(C)c1nn2cnnc2n(/N=C/c2ccc(O)cc2)c1=O
 : 1.2 | 18.8 | 3.5
> O=C(/C=C/c1ccc2c(c1)OCO2)NCc1ccc(F)cc1
 : 0.4 | 1.8 | -0.1
> CCOC(=O)c1c(C)n(C)c2ccc(OC)c(NS(=O)(=O)CC)c12
 : 0.3 | -8.1 | 14.5
> CCOC1CC(C)(C)NC(=S)N1 (configuration not stated)
 : 0.9 | -3.7 | 24.5
> CCC(=O)N1COC[C@@H]1Cc1ccccc1
 : -0.1 | -0.1 | 3.3
> CC(C)COc1ccc(S(=O)(=O)NNC(=O)c2cc3ccccc3o2)cc1
 : 0.1 | -5.9 | -12.6

Following part.
Order of results – Xi reactivation | RAD54 branch | GSIS activator
> COc1ccc(Cl)cc1N(C(=O)Nc1cccc(Cl)c1)C1=NCC(C)S1 (configuration not stated)
 : 0.0 | -4.3 | 4.7
> O=C(NCc1ccc(Cl)cc1)NCC(F)(F)F
 : 0.0 | 2.0 | 6.3
> CCOc1cc(/C=N/NC(=O)C(=O)NC)cc(Br)c1O
 : 1.0 | -7.3 | 16.8
> COc1ccc(C2c3ccc4ccccc4c3Oc3ncn(Cc4ccco4)c(=N)c32)cc1OC (configuration not stated)
 : 0.0 | 1.6 | -17.9
> COc1ccc(S(=O)(=O)NCC2CCC(C(=O)NCCC(C)C)CC2)cc1 (configuration not stated)
 : 0.0 | 1.3 | 4.3
> Cc1ccc2cc(C#N)c(SCc3nnc(-c4ccccc4[N+](=O)[O-])o3)nc2c1
 : -0.1 | 5.8 | -2.9
> CCc1ccc2ncc(S(=O)(=O)c3ccc(C)c(C)c3)c(N3CCCC3)c2c1
 : 0.0 | 7.1 | 4.5
> O=C(N/N=C/c1c[nH]c2ccccc12)c1cccc([N+](=O)[O-])c1
 : 0.0 | 8.7 | 4.0
> CCN(CC)S(=O)(=O)c1cccc(-c2nn(-c3ccccc3)cc2/C=C(\C#N)C(=O)NCc2ccco2)c1
 : 0.2 | 1.2 | -11.6
> CC(C)N1CCN(Cc2nc(-c3ccccc3)cs2)CC1CCO (configuration not stated)
 : 0.0 | -1.9 | -4.7
> Cc1ccc(C(=O)c2sc3nc4c(cc3c2N)CCC4)cc1
 : 0.2 | 5.4 | 73.8*
> Cc1ccsc1C(=O)Nc1ccc2c(c1)OCCO2
 : 0.0 | 2.8 | -0.8
> Cc1ccc(F)cc1NCC(=O)Nc1ccc(Br)cc1
 : -0.3 | -4.1 | -34.9
> CC1CCN(S(=O)(=O)c2cn(CC(=O)N3CC(C)CC(C)C3)c(=O)c3ccccc23)CC1 (configuration not stated)
 : 0.3 | -2.5 | -16.6
> CCOC(=O)CCC(=O)N(CCN(C(=O)CCC(=O)OCC)c1ccccc1)c1ccccc1
 : 0.3 | 2.0 | -4.4

More records follow.
Order of results – Xi reactivation | RAD54 branch | GSIS activator
> COC(C(=O)NC1CCCCCCC1)c1ccccc1 (configuration not stated)
 : -0.1 | 1.6 | 4.0
> O=C(CCc1nc2ccccc2c(=O)[nH]1)OCc1cccc(C(F)(F)F)c1
 : 0.0 | 4.4 | -5.2
> O=C(C1CCN(S(=O)(=O)N2CCCCC2)CC1)N1CCCCC1
 : 0.0 | -0.2 | -3.0
> Cc1ccc([N+](=O)[O-])cc1NC(=S)NC(=O)c1ccco1
 : 0.8 | 1.6 | 6.8
> COc1cc(/C=C/C(=O)O)cc(S(=O)(=O)NCCO)c1OC
 : -0.1 | 2.1 | 11.2
> Cc1ccsc1-c1n[nH]c(=S)n1CC(C)C
 : 0.0 | 0.2 | 5.8
> CCOC(=O)C1=NNC2(c3ccc(Cl)cc3)C(=O)N(c3ccc(C)cc3)C(=O)C12 (configuration not stated)
 : 0.1 | -2.8 | -30.4
> COc1ccc(CNC(=O)c2cccnc2Sc2ccc(C)c(C)c2)cc1
 : 1.0 | -3.2 | -9.6
> CCCC1(CCC)NC(=O)N(CC(=O)c2cc(C)n(-c3ccc4c(c3)OCO4)c2C)C1=O
 : 0.0 | 2.2 | -10.1
> CCOC(=O)N=Nc1c(O)n(CC(=O)OC)c2ccccc12
 : 0.1 | 8.2 | 5.2
> Cc1ccc(NC(=O)C(=O)NCCN2CCN(C(=S)Nc3ccccc3)CC2)cc1
 : 0.1 | 0.7 | 8.8
> Cc1ccc2c(COC(=O)C34CC5CC(CC(C5)C3)C4)cc(=O)oc2c1
 : u | 2.3 | 2.6
> CC(=O)Oc1ccc2c(=O)c(N3C(=O)c4ccccc4C3=O)c(C)oc2c1
 : 2.1 | 3.0 | 12.9
> CCOP(=O)(OCC)C(NC(=O)Nc1ccc(Cl)cc1)c1ccccc1 (configuration not stated)
 : 0.1 | -2.7 | -15.0
> Cc1ccc(NC(=O)C(NC2CCCc3ccccc32)c2ccccc2)cc1Cl (configuration not stated)
 : 0.0 | -10.5 | -15.7

Filtered by structure: those above containing a cyano group (four)
Order of results – Xi reactivation | RAD54 branch | GSIS activator
> N#Cc1sc2nc(-c3cccs3)cc(-c3ccc(F)cc3)c2c1N
 : 0.2 | -0.4 | 35.9
> N#Cc1cc2c(nc1Cl)CCCC2
 : -0.1 | -4.2 | 14.5
> Cc1ccc2cc(C#N)c(SCc3nnc(-c4ccccc4[N+](=O)[O-])o3)nc2c1
 : -0.1 | 5.8 | -2.9
> CCN(CC)S(=O)(=O)c1cccc(-c2nn(-c3ccccc3)cc2/C=C(\C#N)C(=O)NCc2ccco2)c1
 : 0.2 | 1.2 | -11.6

Next section.
Order of results – Xi reactivation | RAD54 branch | GSIS activator
> Cc1ccccc1OCCNC(=O)c1ccc2ccccc2n1
 : 0.0 | -6.1 | -23.8
> O=C(CCCCCN1C(=O)c2ccccc2C1=O)Oc1ccc2c3c(c(=O)oc2c1)CCC3
 : 0.0 | 4.4 | 12.0
> N#C/C(=C/c1ccco1)c1nc2ccccc2s1
 : 0.1 | -4.2 | 5.0
> CCOC(=O)c1c(-c2ccccc2)oc2ccc(OCC)cc12
 : 0.0 | 3.3 | -8.4
> COc1ccc(NC(=O)Cc2c(F)cccc2Cl)c(OC)c1
 : 0.4 | -15.6 | -1.3
> O=c1c2ccccc2nc(-c2ccccc2)n1/N=C/c1ccc([N+](=O)[O-])cc1
 : 0.0 | 1.2 | 14.6
> COCCn1c(C)cc(C(=O)CSc2nc3ccccc3s2)c1C
 : 0.1 | 3.1 | -9.4
> CN1CCN(CCOc2ccc(Cl)c(Cl)c2)CC1
 : 0.0 | 7.1 | -2.6
> CCOC(=O)C=Nc1c(N)n(C)c(=O)n(C)c1=O
 : 1.8 | -4.5 | 5.5
> CCc1cccc(C)c1NC(=O)CO/N=C(\C)c1cc2ccccc2o1
 : 0.0 | -12.1 | -16.7
> O=C(Nc1ccc(-c2nc3ccccc3s2)cc1)C1=COCCO1
 : 0.2 | -6.3 | 14.1
> C1COCCNCCOCCOCCOCCN1
 : 0.3 | -5.5 | 20.0
> CCOC(=O)C(NC(=O)Nc1ccc(C(N)=O)cc1)(c1ccccc1)C(F)(F)F (configuration not stated)
 : -0.1 | -6.5 | -18.2
> CC(=O)N(c1ccccc1)c1nc(/C=C/C(=O)Nc2c(C)cc(C)cc2C)cs1
 : 0.1 | -6.5 | -4.5

This is a subset; rates above refer to the full screens.
